Bioassay records (PubChem)
ERG Ets-DNA blk: qHTS for Small Molecule Inhibitors of the ERG Ets/DNA interaction; AID 624246, 2012; Transcriptional regulator ERG (Homo sapiens), P11308; 370,000 tested, 0.028% active; fluorescence polarization, His-ERG Ets domain / labelled DNA; Potency, µM (top dose mostly 76.9 µM), for inactives: at the top dose FP activity, negative = inhibition, actives largely listed as inhibitors; active = well fitted inhibition curve with a large enough effect in the polarisation, with a control signal flat; inconclusive = small, poorly fitted or top-dose-only effect, or effect the other way, or a change in a side signal; inactive = no such curve, though single readings can be large or run the other way; the % refers to the polarisation;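 note: polarization taken with two DNA probes labelled with fluorescein and Texas red; potency is the fitted concentration of half-maximal effect; % of control where 0% means no effect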
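His-tagged ERG Ets domain (1 uM in the protein solution; 300mM KCl, 50mM Tris-HCl, 1mM EDTA, 1mM DTT, pH 7.5) received compound, then a probe mix of 5 nM fluorescein-DNA and 100nM Texas-615-DNA. Fluorescence polarization was read for both dyes.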
Pin1 inh: qHTS Assay to Find Inhibitors of Pin1; Peptidyl-prolyl cis-trans isomerase NIMA-interacting 1 (Homo sapiens), Q13526; Pin1 FP peptide displacement, HiFluor488, 10 min; Potency, µM (top dose mostly 115 µM), for inactives: at the top dose activity, negative = inhibition, usual class: inhibitors; 390,000 tested, 0.009% active; AID 504891, 2011; active = well fitted inhibition curve with a large enough effect in the polarisation, with a control signal flat, not every such curve was filed as active; inconclusive = small, poorly fitted or top-dose-only effect, or effect the other way, or a change in a side signal; inactive = no such curve, though single readings can be large or run the other way; the % refers to the polarisation; note: potency is the fitted concentration of half-maximal effect; % is set by controls: 0 for no effect and ±100 for the full control effect
G9a inh: qHTS Assay for Inhibitors of Histone Lysine Methyltransferase G9a. Histone-lysine N-methyltransferase EHMT2 (Homo sapiens), Q96KQ7. G9a H3K9 monomethylation, AlphaScreen, 2 h. Potency, µM (top dose mostly 102 µM), for inactives: at the highest dose activity, negative = inhibition, actives largely listed as inhibitors. 350,000 tested, 8.8% active; note: potency is the fitted concentration of half-maximal effect; % is set by controls: 0 for no effect and ±100 for the full control effect; nearly all actives have a fitted effect of over 75% in size
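Using a bead-based AlphaScreen, monomethylated H3K9 product from 2 h room-temperature reactions (G9a 20 nM, peptide 500 nM, SAM 20 uM) was detected with 0.5 ug/mL rabbit anti-H3K9me1 antibody.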
GLS inhibitor: qHTS for Inhibitors of Glutaminase (GLS); Glutaminase kidney isoform, mitochondrial (Homo sapiens), O94925; GLS enzymatic activity, qHTS titration; Potency, µM (titrated, usually from 45.5 µM), inactives show at the highest dose activity change, negative = inhibition, most hits filed as inhibitors; 410,000 tested, 0.21% active; note: potency is the fitted concentration of half-maximal effect; % is set by controls: 0 for no effect and ±100 for the full control effect
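Assay buffer: 45 mM KH2PO4 pH 8.2, 0.02% Tween-20. hKGA acts on L-glutamine (1 mM solution added); product glutamate is reported by an oxidase/peroxidase Amplex Red coupling, with fluorescence taken at baseline and 30 min.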
PGK inhibitor: qHTS Assay to Find Inhibitors of Phosphoglycerate Kinase. PGK/GAPDH coupled, Kinase-Glo luminescence, 60 min. AID 602233, 2012. Phosphoglycerate kinase, glycosomal (Trypanosoma brucei brucei), P07378. 380,000 tested, 0.043% active. Potency, µM (doses to about 57.5 µM), for inactives: at the highest dose activity change, negative = inhibition, actives largely listed as inhibitors; note: potency is the fitted concentration of half-maximal effect; % is set by controls: 0 for no effect and ±100 for the full control effect; nearly all actives have a fitted effect of over 60% in size
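Luminescent ATP detection (Kinase-Glo Plus) follows a 60-minute room-temperature incubation, with wells lacking PGK as controls. Buffer: 100 mM TEA (pH 7.6), 5 mM MgCl2, 0.01% Tween-20. Coupling enzyme GAPDH (100 nM final) supplies unstable 1,3-BPG in-well.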
PI4K2A inh: qHTS for small molecular inhibitors of PI4K2A; Phosphatidylinositol 4-kinase type 2-alpha (Homo sapiens), Q9BTU6; activity change, negative = inhibition, % at 76.9 µM; purified PI4K2A, ADP-Glo luminescence, 1 h; stronger effect = lower value; 420,000 tested, 0.13% active; in the data active = activity change below about -50%; inconclusive = mostly about -30% to -49%;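 note: -100% = wells without enzyme as full effect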
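ADP-Glo luminescence measured ADP generated by PI4K2A enzyme (4 ug/mL before mixing) with 1.2 mM PI substrate (pre-mix) and 300 microM ATP (pre-mix). Tris pH7.5 buffer with MgCl2, Triton X-100; 1 h reaction at ambient temperature.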
HP1b binding inh: HTS for Inhibitors of HP1-beta Chromodomain Interactions with Methylated Histone Tails. 390,000 tested, 0.56% active. Potency, µM (series often up to 114 µM), for inactives: at the top dose activity change, negative = inhibition, hits mostly inhibitors. Chromobox protein homolog 1 (Homo sapiens), P83916. AlphaScreen HP1-beta / biotin-H3K9me3 peptide binding; note: potency is the fitted concentration of half-maximal effect; nearly all actives have a fitted effect of over 70% in size; inactives centre near 23
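AlphaScreen: HP1-beta (50 nM) preformed 30 min with biotin-H3(1-18)K9me3 peptide (50 nM) in PBS pH 7.4, 0.01% Tween-20. Compound added for 30 min at RT, then streptavidin donor/nickel chelate acceptor beads (10 ug/mL) for 30 min.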
JMJD2A Tudor: qHTS Assay for Inhibitors of JMJD2A-Tudor Domain. 390,000 tested, 4.4% active. Potency, µM (top dose mostly 114 µM), inactives show top-dose activity change, negative = inhibition, actives largely listed as inhibitors. Lysine-specific demethylase 4A (Homo sapiens), O75164. AlphaScreen JMJD2A-Tudor / H3K4me3 peptide binding. AID 504339, 2011; note: potency is the fitted concentration of half-maximal effect; % is set by controls: 0 for no effect and ±100 for the full control effect; nearly all actives have a fitted effect of over 50% in size
BAZ2B inh: qHTS Assay for Inhibitors of BAZ2B. AlphaScreen BAZ2B-H3K14Ac peptide displacement. Bromodomain adjacent to zinc finger domain protein 2B (Homo sapiens), Q9UIF8. 360,000 tested, 4.4% active. Potency, µM (highest dose often 114 µM), inactives show top-dose activity change, negative = inhibition, actives largely listed as inhibitors; note: potency is the fitted concentration of half-maximal effect; % is set by controls: 0 for no effect and ±100 for the full control effect; nearly all actives have a fitted effect of over 60% in size
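AlphaScreen luminescence quantifies BAZ2B engagement of H3K14Ac peptide; the protein and biotinylated peptide are both at 50 nM final, buffer PBS pH 7.4 with 0.01% Tween-20, all steps at room temperature.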
Numbers without * were called inactive; i = inactive; ? = inconclusive; / = not tested or not shown; [ ] = remark or other dose. Unless noted, calls come from the whole dose curve; as a rule, active = well fitted curve in the direction sought with a large enough effect; inconclusive = small, poorly fitted or top-dose-only effect, or another doubt; inactive = no such curve, though single readings can be large; an effect the other way counts as inactive or inconclusive.

Start of the data: the first 6 records (preview)
SMILES | ERG Ets-DNA blk | Pin1 inh | G9a inh | GLS inhibitor | PGK inhibitor | PI4K2A inh | HP1b binding inh | JMJD2A Tudor | BAZ2B inh
O=C(CCC1CCCN(Cc2ccc3c(c2)CCO3)C1)NCc1ccc(F)c(F)c1 (stereo unspecified) | -9% | -4% | 0% | 0% | / | -2 | 25% | -9% | -3%
Cc1cc(C)c(NC(=O)CS(=O)CC(=O)Nc2ccc(N3CCOCC3)cc2)c(C)c1 (stereo unspecified) | -1% | -2% | -18% | 35%[activator] | -2% | 2 | -13% | -15% | -1%
CCCN(CCC)CCCNC(=O)CNC(=O)c1nn(-c2ccc(OC)cc2)c(=O)c2ccccc12 | 0% | 5% | -3% | -2% | 0% | 5 | 17% | -15% | -11%
O=C(NC1(C(F)(F)F)N=C2SCCN2C1=O)c1cccnc1 (stereo unspecified) | -2% | 0% | -5% | 0% | 2% | -2 | 42%[activator] | 7% | 7%
COc1ccc(C(=O)N(CN2CCCC2=O)c2ccccc2OC)cc1OC | -4% | 5% | -2%[12.7 µM] | -4% | -8% | 5 | 25% | -10% | -1%
CCOC(=O)c1cc(OC(=O)c2ccc(OC)cc2)n(-c2ccccc2)n1 | 0% | 0% | 12%[59 µM] | 11% | -7% | 0 | 46%[activator] | -13% | -3%[57.1 µM]

The listing, previewed entries included:
SMILES | ERG Ets-DNA blk | Pin1 inh | G9a inh | GLS inhibitor | PGK inhibitor | PI4K2A inh | HP1b binding inh | JMJD2A Tudor | BAZ2B inh
O=C(CCC1CCCN(Cc2ccc3c(c2)CCO3)C1)NCc1ccc(F)c(F)c1 (stereo unspecified) | -9% | -4% | 0% | 0% | / | -2 | 25% | -9% | -3%
Cc1cc(C)c(NC(=O)CS(=O)CC(=O)Nc2ccc(N3CCOCC3)cc2)c(C)c1 (stereo unspecified) | -1% | -2% | -18% | 35%[activator] | -2% | 2 | -13% | -15% | -1%
CCCN(CCC)CCCNC(=O)CNC(=O)c1nn(-c2ccc(OC)cc2)c(=O)c2ccccc12 | 0% | 5% | -3% | -2% | 0% | 5 | 17% | -15% | -11%
O=C(NC1(C(F)(F)F)N=C2SCCN2C1=O)c1cccnc1 (stereo unspecified) | -2% | 0% | -5% | 0% | 2% | -2 | 42%[activator] | 7% | 7%
COc1ccc(C(=O)N(CN2CCCC2=O)c2ccccc2OC)cc1OC | -4% | 5% | -2%[12.7 µM] | -4% | -8% | 5 | 25% | -10% | -1%
CCOC(=O)c1cc(OC(=O)c2ccc(OC)cc2)n(-c2ccccc2)n1 | 0% | 0% | 12%[59 µM] | 11% | -7% | 0 | 46%[activator] | -13% | -3%[57.1 µM]
COc1ccccc1NC(=O)C1=C(C)Nc2nc(-c3cccnc3)nn2C1c1ccccn1 (stereo unspecified) | -12% | -1% | / | 22% | i | -4 | 41% | -8% | /
CCOc1ccccc1C(=O)N1CCN(C(c2ccccc2)c2ccccc2)CC1 | / | 1% | 10% | 20% | 2% | 1 | 4% | -8% | -2%
COc1cc(C(=O)OC(C)C(=O)NC2CCCCC2C)c([N+](=O)[O-])cc1OC (stereo unspecified) | 1% | 0% | -28% | 7% | 3% | 5 | 4% | -3% | 15%
COc1ccc2[nH]c(C(=O)Nc3ncc(C)cc3Br)cc2c1 | -5% | -3% | ? | 10% | 4% | 3 | 0% | -7% | -21%
COc1cccc(CN2CC(C(=O)N(C)CCCC3CCCC3)CCC2=O)c1 (stereo unspecified) | 3% | -5% | 15% | 2% | -7% | 3 | 17% | -14% | -7%
Cc1ccnc(NC(=O)/C=C/c2cccs2)c1 | -5% | 6% | 12%[59 µM] | -12% | -3% | -7 | 19% | -5% | -12%
O=C(NCc1ccoc1)c1ccc(NC(=O)c2ccccc2Cl)cc1 | -14% | 1% | -14%[59 µM] | 5% | -3% | -1 | 20% | -20% | -29%
N#Cc1c(/N=C/c2ccc(Br)s2)sc2c1CCC2 | 3% | 3% | ? | 27% | 5% | 0 | -23% | -20%[57.1 µM] | -31%
CC1=C(C(=O)OCC2CCCCC2)C(c2ccc(O)cc2)NC(=O)N1 (stereo unspecified) | 3% | 15% | -6%[12.7 µM] | -4% | -1% | 2 | 12% | -28% | -33%
CCC(C)NC(=O)CSc1nc(-c2cccs2)cc(C(F)(F)F)n1 (stereo unspecified) | / | 26% | 29% | -10% | -6% | -1 | 7% | 1% | 30%
CC1CCCCN1C(=O)c1ccc(CS(=O)(=O)Cc2ccccc2)cc1 (stereo unspecified) | 5% | -12% | 56%[activator] | 1% | -6% | 0 | 16% | 1% | 1%
CN(C)CCCNC(=O)/C(=C\C=C\c1ccccc1)NC(=O)c1ccc([N+](=O)[O-])cc1 | -5% | 1% | -10% | 6% | 8% | 3 | 5% | ? | -10%
CN(C)c1ccc(C(=O)OCC(=O)NCCC2=CCCCC2)cc1 | 9% | -4% | -31% | -7% | -8% | 2 | 13% | -13% | /
C[C@@H]1CN([C@H](C)CO)C(=O)c2cc(NC(=O)Nc3ccc(F)cc3)ccc2O[C@H]1CN(C)C(=O)Nc1ccc(C(F)(F)F)cc1 | ? | 17% | / | -3% | -9% | -2 | 28% | -19% | /
Cc1ccc(/C=N/NC(=O)CSc2nc3ccccc3n2Cc2ccccc2)o1 | 9% | 4% | -15%[59 µM] | 2% | -9% | 0 | 7% | -1% | ?
CCn1c(=N)n(CC(=O)OC)c2ccccc21 | 5% | 6% | -48%[59 µM] | -10% | -6% | -5 | 53%[activator] | 7% | -3%
COc1ccc2nc(C)cc(SCC(=O)OC(C)C)c2c1 | -3% | 4% | 31% | 2% | 3% | -8 | 18% | -3% | -17%
O=C(COc1ccccc1F)Nc1ccccc1C(=O)OCc1cc(=O)n2nc(C3CC3)sc2n1 | 0% | -16% | 3%[12.7 µM] | 2% | -4% | 2 | 41%[activator] | 0% | -3%
COc1ccc(Cl)cc1NC(=O)CN(c1cccc(C)c1C)S(=O)(=O)c1ccccc1 | -7% | 24% | -52%[59 µM] | -10% | 3% | -3 | 20% | -10% | -4%
COc1ccc2c(c1)CCc1c(C(=O)NCc3ccco3)noc1-2 | 0% | -1% | 9%[59 µM] | 1% | -8% | -4 | 14% | -19% | 4%
Cc1cccc(NC(=O)COC(=O)c2ccccc2-c2nc3ccccc3s2)c1C | -2% | 12% | 6% | -6% | -5% | 0 | 32% | -14% | 52%[activator]
Cc1ccc(NC(=O)C2CCCN2C(=O)c2cccs2)cc1C (stereo unspecified) | 0% | -5% | 16%[12.7 µM] | -9% | i | 4 | 16% | -18% | 2%
COc1ccc(Cc2nnc(NC(=O)Cc3cccs3)s2)cc1OC | -1% | ? | ? | ? | ? | -12 | ? | -35%[57.1 µM] | 28µM*
COc1ccc(N2CCN(S(=O)(=O)c3cc(C)ccc3OC)CC2)cc1 | -3% | -6% | ? | 0% | -10% | 0 | ? | ? | 45µM*
COc1ccccc1C(=O)NCC(=O)N1CCN(c2ncccn2)CC1 | 2% | 2% | 4%[12.7 µM] | -3% | -9% | -7 | 39%[activator] | -4% | 1%
N/C(=N\S(=O)(=O)c1ccccc1)c1ccc([N+](=O)[O-])cc1 | 3% | -6% | 3%[59 µM] | 2% | -7% | 0 | 28% | -11% | 0%
CCC(C)n1c(SCC(=O)Nc2ccccc2C(=O)OC)nc2ccsc2c1=O (stereo unspecified) | 1% | ? | 6%[59 µM] | 8% | i | 0 | 45%[activator] | -6% | 9%
COc1ccc(OC)c(NC(=O)c2ccc(CN3CCOCC3)cc2)c1 | 2% | 8% | -15% | 0% | 2% | 5 | 20% | -12% | 5%
Cc1ccccc1Oc1ccc(-c2nc(N)nc(N)n2)cc1 | 3% | -2% | 20%[12.7 µM] | 6% | 0% | -2 | 14% | -31% | -37%
N#Cc1nc(/C=C/c2ccc(F)cc2)oc1N1CCCCCC1 | -10% | -9% | ? | 3% | 1% | 0 | ? | -6% | ?
CC(=O)CSc1ccc(-c2nc3cc(C)c(C)cc3[nH]2)cn1 | -1% | 0% | 5% | -1% | 3% | -3 | 38%[activator] | -9%[57.1 µM] | -8%
COc1ccc(NC(=O)C2CCN(C(=O)[C@@H]3Cc4ccccc4CN3C(=O)OC(C)(C)C)CC2)cc1 | 3% | -14% | 6% | 0% | -5% | -5 | 39%[activator] | -23% | 1%
CC(/C=N\Nc1nnc2c(n1)[nH]c1c(C)cccc12)=C\c1ccco1 | / | 0% | 18%[59 µM] | 2% | / | -1 | 19% | -19% | -4%
